MC4R antagonist – antagonists of human melanocortin 4 receptor (MC4R); hit rate 0.48% among 360,000; MC4R-expressing cells, MTII-stimulated cAMP, LANCE TR-FRET; P32245; inhibition, % at 6.5 µM;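 active = inhibition above its plate's cutoff, the mean of tested wells on that plate plus 3 SD, cut at about 29% in these data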;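 note: 0% = Melanotan II alone and 100% = Melanotan II plus saturating MCL0020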
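System: U2OS cells stably expressing human melanocortin 4 receptor (MC4R). Reagent: Melanotan II challenge after compound preincubation. Doses: 6.5 µM. Times: 30-min compound, 1-h challenge, 1-h detection, room temperature. Measured by: TR-FRET with Eu-cAMP and labeled anti-cAMP, 671 nm. Replicates: singlicate.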
ABCB6 inh 2 – blocks the human ABCB6 transporter | Q9NP58 | K562-ABCB6 porphyrin accumulation, flow cytometry, 1 h; active compounds read low | fluorescence ratio to DMSO, % at 10 µM | hit rate 0.19% among 360,000 | AID 602162;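 active = fluorescence ratio to DMSO below 75%, the collection mean minus 3 SD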;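 note: signal is porphyrin accumulated inside mitochondria; 100% equals median channel fluorescence of DMSO control wells; lower ratio means ABCB6 inhibition with less porphyrin fluorescence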
PDI turbidity – inhibitors of human protein disulfide isomerase. PDI insulin aggregation turbidity, A650, 90 min. hit rate 0.052% among 350,000. P07237. inhibition, % at 10 µM. AID 588391;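 active = mean inhibition across replicates of 30% or more, whatever share of single replicates reach that level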;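 note: absorbance from insulin aggregation driven by PDI reduction with DTT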
Target sequence (P07237 whole entry, looked up): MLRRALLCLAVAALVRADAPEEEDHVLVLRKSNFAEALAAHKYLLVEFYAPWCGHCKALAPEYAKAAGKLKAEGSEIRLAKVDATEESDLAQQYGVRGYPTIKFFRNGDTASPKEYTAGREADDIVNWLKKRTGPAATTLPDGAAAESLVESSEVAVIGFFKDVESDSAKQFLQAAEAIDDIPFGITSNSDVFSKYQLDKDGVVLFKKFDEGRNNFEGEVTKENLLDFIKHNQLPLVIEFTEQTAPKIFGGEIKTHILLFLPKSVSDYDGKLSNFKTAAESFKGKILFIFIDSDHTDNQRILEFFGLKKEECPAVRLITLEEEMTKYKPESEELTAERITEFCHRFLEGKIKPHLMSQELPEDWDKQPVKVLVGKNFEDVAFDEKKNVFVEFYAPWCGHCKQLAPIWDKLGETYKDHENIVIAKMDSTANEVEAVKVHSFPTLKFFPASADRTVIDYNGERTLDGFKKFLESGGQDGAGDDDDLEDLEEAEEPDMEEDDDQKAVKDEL
Exocytosis inh – blocks lytic granule exocytosis; TALL-104 LAMP-1 surface exposure, flow cytometry; cells stimulated with thapsigargin and PMA; inhibition, % at 10 µM; hit rate 0.66% among 360,000; AID 651702;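 active = inhibition above about 55%, limit read from the data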
HTR2A ag – agonists of mouse serotonin 5-HT2A receptor (HTR2A); P35363; CHO-K1 mHTR2A beta-arrestin complementation, luminescence; percent of 30 µM serotonin response; activation, % at 7.6 µM; AID 624169; hit rate 0.66% among 360,000;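 active = activation above a run cutoff, the mean activation of all tested compounds plus 3 SD, cut at about 14% in these data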;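 note: 0% = plate median of compound wells and 100% = 30 µM serotonin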
Target sequence (P35363 whole entry, looked up): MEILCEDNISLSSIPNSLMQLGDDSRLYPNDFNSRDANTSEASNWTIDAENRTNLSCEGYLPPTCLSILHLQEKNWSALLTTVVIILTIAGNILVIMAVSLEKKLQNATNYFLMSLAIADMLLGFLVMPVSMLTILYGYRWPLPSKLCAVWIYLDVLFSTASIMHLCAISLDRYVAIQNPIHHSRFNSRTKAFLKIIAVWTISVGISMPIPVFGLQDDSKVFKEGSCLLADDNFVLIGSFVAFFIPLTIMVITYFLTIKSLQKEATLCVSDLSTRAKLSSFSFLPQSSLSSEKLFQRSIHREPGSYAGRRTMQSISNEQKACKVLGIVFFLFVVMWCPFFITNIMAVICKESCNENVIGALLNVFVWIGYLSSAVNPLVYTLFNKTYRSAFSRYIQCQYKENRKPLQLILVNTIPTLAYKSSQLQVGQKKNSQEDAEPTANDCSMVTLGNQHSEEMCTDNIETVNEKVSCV
N-glyco inh – blocks N-linked glycosylation in D54 reporter cells; D54 ERlucT glycosylation luciferase reporter, 24 h; percent of 100 nM tunicamycin response; reporter increase, % at 12.5 µM; hit rate 0.23% among 360,000; AID 588692;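 active = mean luciferase reporter signal, scaled so untreated is 0 and the glycosylation-blocking control 100, at or above a set limit in every replicate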;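 note: luciferase carries N-glycosylation sites so blocking glycosylation raises the light; 0% = median of neutral control wells and 100% = median of 100 nM tunicamycin wells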
H9c2 protect – modulators protecting cardiomyocytes from myocardial damage; hit rate 0.63% among 360,000; protection from H2O2 cell death, % at 20 µM; AID 588492; H9c2 cardiomyocytes, H2O2 injury protection, ATPLite, 2 h;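 active = compounds giving at least 50% protection of heart cells from peroxide-induced death in the single-dose screen, raw or plate-pattern-corrected value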;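 note: 0% = DMSO wells with peroxide and 100% = DMSO wells without peroxide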
CaV13 FRET inh – Disruptors of the CACNA1D IQ motif to Ca2+-dependent inactivation inhibitor domain association, primary screening, Förster resonance energy transfer in intact living …; HEK cells, CFP/YFP FRET ICDI-IQ, plate reader, 10 min; percent FRET-ratio fall versus neutral wells; inhibition, % at 12.3 µM; hit rate 0.098% among 340,000; AID 743397;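 active = mean replicate inhibition of at least 30% and at least 1% of replicates passing that level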;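 note: 0% = median of the neutral control wells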
ABHD5-PLIN5 inh – ABHD5-PLIN5 protein interaction inhibition. hit rate 0.78% among 360,000. Split G. princeps luciferase complementation, luminescence, 4 h. inhibition, % at 4 µM. Q00G26+Q8WTS1;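 active = inhibition above the mean inhibition across every tested compound plus 3 SD, cut at about 22% in these data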;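 note: 0% = DMSO only wells and the 100% control is not disclosed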
MC4R ag barr – human MC4R agonism via beta-arrestin. U2OS MC4R beta-arrestin complementation, luminescence; percent of melanotan II response, DMSO zero. activation, % at 8.9 µM. hit rate 0.98% among 360,000;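 active = activation above a per-plate cutoff, the mean activation of sample wells on that plate plus 3 SD, cut at about 8% in these data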
* = called active by the depositor; nt = not tested or not shown.

SMILES | MC4R antagonist | ABCB6 inh 2 | PDI turbidity | Exocytosis inh | HTR2A ag | N-glyco inh | H9c2 protect | CaV13 FRET inh | ABHD5-PLIN5 inh | MC4R ag barr
COc1ccc(-c2cc(C)no2)cc1S(=O)(=O)N1CCOc2ccc(C)cc21 | -9 | 100 | -12 | -3 | 1 | -2 | -2 | -3 | 1 | 5.9
O=C(NNC(=O)c1ccc(O)cc1O)c1ccc(-c2ccccc2)cc1 | 7 | 100 | 0 | -7 | -6 | 2 | 36 | -2 | -7 | 0.3
CCCCN1C[C@H](Cc2ccccc2)[C@@H](CC(=O)NC)C1=O | 17 | 95 | -4 | -1 | -3 | 0 | 18 | -7 | 6 | -0.4
O=C(CSc1n[nH]c(=O)[nH]c1=O)N/N=C/C=C/c1ccccc1 | -10 | 97 | 6 | -2 | 5 | 0 | 4 | -2 | 0 | 0.7
Cc1c(Cl)sn(-c2ccc(Cl)cc2)c1=O | 73* | 99 | 3 | 92* | 17* | -9 | -24 | -6 | 26* | 0.4
c1ccc(-c2cc(N3CCOCC3)nc(-c3ccccc3)n2)cc1 | -1 | 96 | -3 | -2 | 1 | -6 | -10 | -5 | -5 | 0.5
COc1cccc(-n2nc3c(-n4ncc(C#N)c4N)nnc(C)c3c2C)c1 | 5 | 103 | 0 | 0 | 4 | 3 | 5 | -3 | -2 | -1.9
O=C(OCc1cc2ccccc2[nH]c1=O)c1cccc([N+](=O)[O-])c1 | 7 | 91 | -1 | -2 | 5 | 0 | 2 | -1 | -5 | 0.7
C#CCOCCOCCOCCNc1nc(N2CCN(C(=O)[C@H](CCC(=O)O)n3cc(C(N)CC(C)C)nn3)CC2)nc(N2CCN(C(=O)[C@H](Cc3cc4ccccc4[nH]3)n3cc(C(N)CC(C)C)nn3)CC2)n1 (some centres undefined) | -1 | 88 | 36* | -1 | 0 | 1 | 3 | nt | 2 | 0.7
COc1cc(OC)cc(C(=O)NCC(=O)NCCN2C(=O)S/C(=C\c3ccc4c(c3)OCO4)C2=O)c1 | 4 | 96 | 22 | 2 | -1 | 4 | 11 | -7 | 0 | 0.1
O=C1C2CC=C(Cl)CC2C(=O)N1CCC[n+]1ccccc1 (centres undefined) | 5 | 102 | 5 | 0 | 1 | 2 | 2 | -6 | 3 | -0.1
CCN(CC)C(=O)NCc1c(C)cc(C)cc1C | -4 | 102 | -3 | 1 | -1 | -2 | 14 | nt | 2 | -0.2
O=[N+]([O-])c1ccccc1CN1CCN(Cc2ccccn2)CC1 | 15 | 102 | 0 | 41 | -2 | 0 | 0 | -13 | 4 | -3.0
Cc1ccc(C2=NS(=O)(=O)N(C)C(C(=O)NCc3ccccn3)=C2)cc1 | 6 | 98 | nt | -4 | 8 | 0 | -7 | 3 | -4 | -0.4
Nc1nn(-c2ccccc2)c(N)c1N=Nc1ccc2c(c1)OCO2 | -21 | 92 | 20 | -1 | 5 | 5 | -8 | -2 | 2 | -2.0
COc1ccc(CN2CCS(=O)(=O)CC2)cc1OC | 3 | 100 | 2 | 2 | -2 | 0 | -5 | -2 | 2 | 0.0
Cc1ccc(C(c2nnnn2C2CCCC2)N2CCN3CCCC3C2)cc1 (centres undefined) | 0 | 91 | -7 | 4 | -6 | -1 | -5 | -5 | -3 | -0.7
CSc1nc(-c2ccc(C)cc2)nc(C(Cl)Cl)n1 | 4 | 99 | -5 | 4 | 4 | -2 | -4 | nt | 1 | -0.2
COc1ccc(CN(C)C(=O)c2ccc(NS(=O)(=O)c3ccc(F)cc3)cc2)c(OC)c1OC | 13 | 103 | 3 | 2 | 1 | -2 | -9 | -10 | 5 | -1.1
CN(Cc1cccc2cnccc12)C(=O)CCc1nnc(CCc2ccccc2)o1 | -3 | 94 | -18 | -7 | 0 | -3 | 0 | -4 | 0 | -1.7
CC(Oc1ccc(Br)cc1)C(=O)Nc1ccc(S(=O)(=O)N(C)C2CCN(C)CC2)cc1 (centres undefined) | -5 | 91 | 7 | 2 | -11 | 13 | 0 | -6 | 8 | 0.0
CCOc1ccc(CCNC(=O)C2CC(=O)N(CCc3ccccc3)C2)cc1OCC (centres undefined) | 27 | 100 | 8 | -8 | 7 | -1 | -1 | -2 | 8 | 1.6
O=C(/C=C/c1ccc(OCCCF)cc1)NCc1ccc(Cl)c(Cl)c1 | 9 | 95 | 21 | 10 | -2 | -3 | -12 | 0 | 3 | 8.9*
CC1(C)Cc2c(sc3nc(-c4cc5ccccc5o4)n(N)c(=O)c23)CO1 | 6 | 96 | 0 | 3 | 6 | -2 | 41 | -8 | -4 | -2.4
CCOC(=O)[C@H]1[C@H]2COc3ccc(Cl)cc3[C@@H]2N2C(=O)c3cc(F)c(F)cc3NC(=O)[C@@]12C | 3 | 92 | -6 | 2 | 1 | -2 | 9 | -5 | -5 | 1.4
Cc1ccc(OCCn2c3ccccc3n3nc(C)c(=O)nc23)cc1 | 5 | 96 | -59 | -1 | 6 | 2 | 5 | -5 | 11 | 2.0
COc1cc(NC(=O)c2ccc([N+](=O)[O-])o2)ccc1NC(=O)c1ccco1 | 11 | 100 | -4 | 5 | -8 | 21 | -9 | -6 | -12 | -2.7
O=C(COc1ccc2c3c(c(=O)oc2c1)CCC3)N1CCCC1 | 0 | 100 | -10 | 5 | 7 | 3 | 0 | -2 | 6 | 1.9
C[C@H](CO)N1C[C@H](C)[C@@H](CN(C)CC2CCCCC2)Oc2c(NC(=O)CCC(F)(F)F)cccc2C1=O | 9 | 87 | 0 | -3 | 2 | -7 | -1 | -6 | 6 | -1.1
C[C@H](NC(=O)c1ccccc1)C(=O)N1CCN(Cc2ccc3c(c2)OCO3)CC1 | 7 | 97 | -7 | -2 | -5 | -1 | 4 | -2 | 7 | -1.2
COc1ccc(C2CC(c3ccccc3)=NN2C(=O)COC(=O)c2cccc(S(=O)(=O)N(C)C)c2)cc1 (centres undefined) | 2 | 94 | -7 | 3 | 3 | -4 | -2 | -3 | 4 | -0.1
C/C(=N\NC(=O)c1cc(C)[nH]n1)c1cccs1 | -4 | 102 | 1 | 14 | 1 | -9 | -9 | -5 | -2 | -0.7
CCC(=O)Nc1cccc(-c2ccc(N3CCCCC3)nn2)c1 | 9 | 101 | -1 | -2 | -5 | -13 | -18 | -6 | -1 | -1.8
COc1cc(OC)cc(C(=O)NC(C(=O)Nc2ccc3c(c2)CCC3)C(C)C)c1 (centres undefined) | 16 | 105 | -1 | 1 | -9 | -2 | 0 | -17 | 5 | 1.4
Cc1c(Cl)cccc1NC(=O)CC1NCCNC1=O (centres undefined) | 3 | 95 | -7 | 1 | 5 | 3 | 6 | -3 | -6 | -1.0
CCN1C(=O)CSC1=NC12CC3CC(CC(C3)C1)C2 | 11 | 94 | -2 | -1 | -3 | -2 | -18 | -10 | 6 | 5.0
CC12CC(c3ccccc3O1)C(/C(N)=N/NC(=O)c1ccc(F)cc1)C(=O)N2 (centres undefined) | 1 | 101 | 0 | -3 | 6 | 6 | 3 | -4 | 1 | -1.3
COc1ccc(-c2csc(NC(=O)C3=NN(c4ccccc4)C(=O)CC3)n2)cc1 | 8 | 97 | 12 | 16 | 6 | -1 | 22 | -4 | 2 | -0.9
COc1cc(OC)cc(-c2c(C#Cc3ccsc3)c3cc(-c4cc(F)cc(F)c4)ccc3n2C)c1 | -3 | 97 | 7 | -9 | 4 | -1 | 2 | -5 | -7 | -0.1
O=CNCCCc1nc2ccccc2n1Cc1ccccc1 | 4 | 101 | -6 | 1 | -6 | -4 | -2 | -5 | 7 | 2.5
CCc1c(C)sc(NC(=O)c2cc(C)on2)c1C#N | -2 | 104 | 7 | 0 | 1 | 3 | -4 | -7 | -2 | -0.4
C[C@H](CO)N1C[C@H](C)[C@@H](CN(C)C(=O)c2ccccc2)Oc2cc(C#C[C@@H](C)O)ccc2S1(=O)=O | 3 | 95 | 3 | -3 | 9 | -1 | -2 | -4 | 5 | 1.1
O=C(NCCc1cccs1)C1CC(c2ccc([N+](=O)[O-])cc2)=NO1 (centres undefined) | 5 | 100 | 0 | 0 | 4 | 1 | -6 | -5 | -3 | -0.7
CCOC(=O)c1cnc2c(OC)cccc2c1Oc1ccccc1 | 9 | 98 | -21 | 11 | 8 | 2 | 12 | -7 | 10 | -1.0
Cn1nc(C(=O)NNC(=O)c2cccc(Cl)c2)ccc1=O | 13 | 99 | 3 | 26 | 2 | 2 | 6 | -6 | -1 | -3.6
OCCNC(=S)NCc1ccccc1 | 5 | 99 | 5 | -1 | 3 | 3 | 7 | -21 | 4 | 0.1
CCOC(=O)NC(=O)/C(C#N)=N/Nc1c(F)cccc1F | 0 | 101 | 1 | 0 | 0 | -1 | -6 | -2 | 1 | -1.0
C=CCNc1n[nH]c(=S)s1 | 9 | 99 | -3 | -2 | 0 | -1 | 2 | -7 | -7 | -3.3

Not a retest: 2 of the compounds above.
SMILES | MC4R antagonist | ABCB6 inh 2 | PDI turbidity | Exocytosis inh | HTR2A ag | N-glyco inh | H9c2 protect | CaV13 FRET inh | ABHD5-PLIN5 inh | MC4R ag barr
CC12CC(c3ccccc3O1)C(/C(N)=N/NC(=O)c1ccc(F)cc1)C(=O)N2 (centres undefined) | 1 | 101 | 0 | -3 | 6 | 6 | 3 | -4 | 1 | -1.3
COc1ccc(-c2csc(NC(=O)C3=NN(c4ccccc4)C(=O)CC3)n2)cc1 | 8 | 97 | 12 | 16 | 6 | -1 | 22 | -4 | 2 | -0.9

Further structures follow:
SMILES | MC4R antagonist | ABCB6 inh 2 | PDI turbidity | Exocytosis inh | HTR2A ag | N-glyco inh | H9c2 protect | CaV13 FRET inh | ABHD5-PLIN5 inh | MC4R ag barr
COc1ccc(C(CC(=O)O)NC(=O)COc2ccccc2OC)cc1OC (centres undefined) | 8 | 100 | 13 | -2 | 9 | 2 | 4 | -2 | 6 | -1.1
COc1ccccc1-c1sc2ccccc2c1-c1ccc(OCCN2CCCCC2)cc1 | 6 | 101 | 7 | 30 | -3 | -6 | -26 | nt | 18 | 5.1
CC1(C(=O)O)CCC(C(=O)NC2CCCCCC2)C1(C)C (centres undefined) | 1 | 98 | -14 | -6 | -1 | 1 | 2 | -4 | -2 | -1.2
Cc1cc(-c2ccc(C)c(S(=O)(=O)N3CCN(C(=O)c4ccco4)CC3)c2)on1 | -1 | 104 | 12 | -2 | 7 | 1 | 1 | -5 | -1 | -2.0
Cc1ccc(Cl)cc1N1CCN(c2cccc[n+]2C)CC1 | 6 | 101 | -7 | 1 | 0 | -1 | -1 | -4 | 3 | 2.9
Cc1ccc(-c2nn(CC(=O)N3CCOCC3)c(=O)c3ccccc23)cc1S(=O)(=O)N(C)C | 8 | 101 | 12 | 3 | -3 | 1 | 12 | -1 | 6 | 0.9
COc1ccc(NC(=O)N(C)C[C@H]2Oc3ccc(NC(=O)CCN4CCOCC4)cc3C(=O)N([C@@H](C)CO)C[C@H]2C)cc1 | 7 | 98 | -13 | -1 | 5 | 3 | 3 | -4 | 4 | 0.8
COc1ccc2[nH]c(=O)c(-c3noc(-c4ccc(F)cc4)n3)cc2c1 | 11 | 101 | -9 | -6 | 3 | -2 | 11 | -6 | -2 | 2.4
N#C/C(=C\c1ccc(-c2ccc(Br)cc2)o1)C(=O)NCCc1c[nH]c2ccccc12 | 6 | 110 | 2 | -10 | -8 | 6 | 1 | -3 | 8 | -0.9

Bioassay records from PubChem.
